Screening results: PubChem, National Center for Advancing Translational Sciences (NCATS)
BLM helicase inh: Bloom syndrome helicase (human) inhibition. recombinant BLM DNA unwinding, fluorescence dequenching. Potency, µM (highest dose often 56.1 µM), for inactives: top-dose activity change, negative = inhibition, most hits filed as inhibitors. 350,000 tested, 0.2% active;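 further: plate controls were vehicle for no effect and no enzyme for full effect; nearly all actives have a fitted effect of over 35% in size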
Apoferritin bind: candidate novel general anesthetic via apoferritin binding; P02791; apoferritin/1-aminoanthracene competitive binding, fluorescence; Potency, µM (titrated, usually from 77.5 µM), without a hit: at the top dose activity change, negative = displacement, most hits filed as inhibitors; 350,000 tested, 0.074% active; further: on the % scale 0 is the no-effect control and ±100 the full control effect; nearly all actives have a fitted effect of over 20% in size
Target sequence (P02791 2-175 limits assumed): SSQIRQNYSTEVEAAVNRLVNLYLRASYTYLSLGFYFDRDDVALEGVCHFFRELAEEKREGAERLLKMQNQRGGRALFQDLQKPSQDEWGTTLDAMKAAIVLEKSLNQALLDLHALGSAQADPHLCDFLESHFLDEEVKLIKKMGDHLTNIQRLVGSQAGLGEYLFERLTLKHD
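Steps: apoferritin (10 uM) was premixed with half-saturated 1-AMA in PBS, compounds were pin-transferred, plates stood 10 min at room temperature, fluorescence was read at 380/535 nm, and curves were fitted with a Hill equation.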
POLI inh: inhibitors of human DNA polymerase iota | Pol iota fluorescent replication assay, 10 min | 390,000 tested, 1% active | Potency, µM (top dose mostly 115 µM), for inactives: top-dose activity, negative = inhibition, actives largely listed as inhibitors | AID 588590 | Q9UNA4
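Fluorescent replication assay read twice, at 0 min and 10 min after adding 50 nM (final) substrate. Enzyme (10 nM) and compounds were first incubated 15 min at room temperature; enzyme-free buffer wells were negative controls.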
BAZ2B block: inhibitors of human BAZ2B bromodomain; Q9UIF8; AlphaScreen BAZ2B-H3K14Ac peptide displacement; Potency, µM (series often up to 114 µM), inactives show at the top dose activity change, negative = inhibition, actives largely listed as inhibitors; 360,000 tested, 4.4% active; further: on the % scale 0 is the no-effect control and ±100 the full control effect; nearly all actives have a fitted effect of over 60% in size
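Inhibition is scored as reduced AlphaScreen emission. The BAZ2B/b-H3(5-23)K14Ac complex (50 nM each) in PBS pH 7.4, 0.01% Tween-20 meets compound (up to 110 uM) for 30 min at RT before bead addition.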
Pol eta inh: DNA polymerase eta (human) inhibition; Q9Y253; recombinant Pol eta, fluorescent DNA replication assay; Potency, µM (top dose mostly 114 µM), without a hit: top-dose activity change, negative = inhibition, most hits filed as inhibitors; 390,000 tested, 1.2% active; further: on the % scale 0 is the no-effect control and ±100 the full control effect
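Pol eta (10 nM) was preincubated with compounds for 15 min at room temperature, after which fluorescent replication substrate (50 nM final) was added to start the reaction. Fluorescence was read kinetically at 0 and 10 min.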
POLK inh: inhibitors of human DNA polymerase kappa; Potency, µM (doses to about 107 µM), inactives show top-dose activity, negative = inhibition, usual class: inhibitors; Q9UBT6; purified Pol kappa, fluorescent DNA synthesis assay, 10 min; 400,000 tested, 0.53% active; AID 588579; further: on the % scale 0 is the no-effect control and ±100 the full control effect
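10 nM Pol kappa was preincubated with compounds for 15 min at room temperature. Reaction started with 50 nM (final) substrate. Fluorescence read kinetically at 0 and 10 min.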
G9a inh: blocks human histone lysine methyltransferase G9a | G9a H3K9 monomethylation, AlphaScreen, 2 h | 350,000 tested, 8.8% active | Potency, µM (highest dose often 102 µM), without a hit: at the top dose activity, negative = inhibition, actives largely listed as inhibitors; further: on the % scale 0 is the no-effect control and ±100 the full control effect; nearly all actives have a fitted effect of over 75% in size
Target sequence (Q96KQ7 913-1193 limits assumed): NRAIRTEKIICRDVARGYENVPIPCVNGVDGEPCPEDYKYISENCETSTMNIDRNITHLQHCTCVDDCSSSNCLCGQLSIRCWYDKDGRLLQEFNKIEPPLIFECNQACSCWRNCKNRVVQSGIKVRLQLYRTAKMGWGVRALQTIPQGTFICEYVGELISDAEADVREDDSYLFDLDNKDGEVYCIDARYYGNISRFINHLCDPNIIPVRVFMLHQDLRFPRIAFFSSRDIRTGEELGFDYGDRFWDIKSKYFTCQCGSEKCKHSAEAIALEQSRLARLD
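Quantitative HTS format: methyltransferase activity on a biotin-tagged H3K9 peptide is measured by AlphaScreen, using a rabbit anti-monomethyl-H3K9 antibody with streptavidin donor and anti-IgG acceptor beads. Final levels are 20 nM enzyme, 500 nM peptide, 20 uM SAM; 2 h RT.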
Pol beta inh: inhibitors of human DNA polymerase beta. P06746. Pol beta primer extension/strand displacement, fluorescence kinetic. Potency, µM (series often up to 114 µM), for inactives: at the highest dose activity change, negative = inhibition, hits mostly inhibitors. 340,000 tested, 1.3% active. AID 485314; further: on the % scale 0 is the no-effect control and ±100 the full control effect
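Enzyme-only controls used 10 nM Pol beta; buffer lacking enzyme served as negative control. Compound preincubated 15 min, then 50 nM substrate added; 0 and 10 min reads at room temperature.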
APEX1 inh: blocks human APE1 abasic DNA cleavage | P27695 | recombinant APE1, TAMRA/BHQ-2 abasic DNA cleavage fluorescence | Potency, µM (titrated, usually from 65.8 µM), inactives show at the top dose activity change, negative = inhibition, most hits filed as inhibitors | 350,000 tested, 0.35% active | AID 2517;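 further: plate controls were vehicle for no effect and reference inhibitor for full effect; nearly all actives have a fitted effect of over 55% in size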
Target sequence (P27695 whole entry, looked up): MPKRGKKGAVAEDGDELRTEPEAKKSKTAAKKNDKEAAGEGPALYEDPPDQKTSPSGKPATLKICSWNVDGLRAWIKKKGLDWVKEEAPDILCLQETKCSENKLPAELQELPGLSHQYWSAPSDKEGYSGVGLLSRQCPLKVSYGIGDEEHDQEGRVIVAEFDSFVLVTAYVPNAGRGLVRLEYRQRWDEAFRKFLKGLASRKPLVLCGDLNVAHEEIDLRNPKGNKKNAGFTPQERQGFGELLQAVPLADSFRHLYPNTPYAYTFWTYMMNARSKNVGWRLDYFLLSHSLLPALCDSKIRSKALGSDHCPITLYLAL
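Incision of a quenched TAMRA/BHQ-2 THF abasic-site duplex (50 nM) by 0.75 nM APE1, after 15 min compound preincubation, measured as fluorescence increase over three 60 s reads. Values normalized to buffer, DMSO and NSC13755 control wells.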
Active calls of the source: *; ? = inconclusive; · = not tested or not shown; & = joins results of further samples; [ ] = another dose, or the depositor's remark. The call rests on the fitted dose curve; in most records, active means well fitted curve in the direction sought with a large enough effect; inconclusive means small, poorly fitted or top-dose-only effect, or another doubt; inactive means no such curve, though single readings can be large; an effect the other way counts as inactive or inconclusive. Potency means the concentration at half of the fitted maximal effect. Some of the compounds tested. The share of hits here may be higher or lower than overall.

Order of results: BLM helicase inh	Apoferritin bind	POLI inh	BAZ2B block	Pol eta inh	POLK inh	G9a inh	Pol beta inh	APEX1 inh
> CCOCCc1nnc(NC(=O)C(CC)c2ccccc2)s1 (stereo not drawn)
  -3.7%	-22.4%	4.5%[58.9 µM]	4.9%	-11.6%	-4.1%	26.8%[12.7 µM]	3.4%	0.6%
> CCc1cccc(NC(=O)Cn2nc(C)c3sc4ccccc4c3c2=O)c1
  -1.6%	-5.6%	89.1µM*	-17.1%	20.5%	-10.7%	?	22.4µM*	·
> CC(C)C(NC(=O)c1ccccc1NC(=O)C(C)(C)C)C(=O)N1CCOCC1 (stereo not drawn)
  ·	·	58.6%[activator]	·	-10.8%	-2.1%	·	·	-1.0%
> COCCN1C(=O)N(c2ccc(Cl)cc2)C(=O)C1CC(=O)Nc1cc(OC)cc(OC)c1 (stereo not drawn)
  -1.3%	-8.4%	91.7%[activator]	-21.8%	-20.2%	-0.9%	?	-13.8%	35.7%
> Cc1ccccc1NC(=O)COC(=O)Cc1cccc(C(F)(F)F)c1
  -1.2%	4.0%	9.8%	2.9%	-10.8%	-2.7%	8.8%	12.8%[57.1 µM]	-1.2%
> COc1ccc(CCN(C)C2CCCN(C(=O)CCSC)C2)cc1OC (stereo not drawn)
  5.5%	-0.6%	29.8%	-4.4%	-5.4%	15.4%	·	40.0%	1.9%
> COC(=O)c1ccc(S(=O)(=O)N2CCN(C(c3ccccc3)c3ccccc3)CC2)n1C
  -7.2%	6.8%	-18.3%	-21.2%	-14.4%	0.1%	7.1%	3.2%	-5.3%
> Cc1ccc(C2CC2c2n[nH]c(=S)n2-c2ccc(C)cc2)cc1 (stereo not drawn)
  -10.1%	?	9.6%	-31.6%	-2.6%	-14.1%	0.631µM*	2.3%	3.4%
> C=CCC1C=C(C)CC(CC=C)N1 (stereo not drawn)
  0.0%	-7.7%	9.1%	-4.5%	-13.4%	-2.5%	29.9%	2.8%	0.4%
> COc1ccc(C(=O)Nc2ccc3[nH]ncc3c2)cc1OC
  0.8%	2.6%	63.6%[activator]	9.4%	7.4%	-15.3%	·	-10.8%	-15.0%
> CCOC(=O)CNC(=O)Nc1ccccc1C(=O)OC
  0.2%	-1.3%	28.7%	-1.2%	-10.4%	-0.8%	1.9%	8.1%	3.9%
> Cc1cc(Br)c(NC(=O)c2ccccc2[N+](=O)[O-])cc1C
  -2.0%	-12.9%	-10.1%	-20.8%	-16.7%	9.8%	-21.1%	0.8%	-8.7%
> COc1cc(NC(=O)CCc2c(C)noc2C)c(Cl)cc1C(=O)O
  ·	·	-4.2%	·	-19.4%	7.1%	·	·	-9.6%
> COc1cccc(CNC(=O)COc2cc(=O)n(C)c3ccccc23)c1
  -1.3%	-2.6%	13.7%	-5.0%	2.2%	-0.6%	-4.6%[59 µM]	34.2%[activator]	·
> Cc1cc(C)nc(SCC(=O)NC2=NN=C(c3ccc(Br)cc3)CS2)n1
  -1.5%	-14.9%	?	-0.3%	-12.9%	-9.6%	?	0.0%	-1.8%
> CCOC(=O)CNC(=S)N(CCCN1CCCCCC1)Cc1cccs1
  -1.1%	-7.7%	-1.9%	4.8%	-5.9%	4.0%	10.7%	11.4%	16.3%
> O=C1c2ccccc2NC(c2c(Cl)cccc2Cl)N1Cc1ccccc1 (stereo not drawn)
  -3.9%	324.0%[activator]	-12.4%	19.0%	-21.1%	-5.2%	-18.2%	3.1%	1.8%
> CCN(CC)C(=O)CSc1nc2cc3c(cc2c(=O)n1Cc1ccco1)OCO3
  -0.2%	-5.2%	80.5%[activator]	·	-14.0%	3.4%	-5.4%	27.9%	-2.3%
> Cc1cccc(NC(=O)C(C)Sc2nc3nc(C)cc(C)n3n2)c1 (stereo not drawn)
  ·	·	68.0%[activator]	·	-17.0%	-21.2%	·	·	10.4%
> O=[N+]([O-])c1cc(/C=N/O)ccc1Oc1cccc(Cl)c1
  -13.1%	?	-18.5%	?	-18.8%	-6.8%	-7.8%[59 µM]	2.6%	-0.3%
> Cc1cc(C)c(S(=O)(=O)c2ccc(F)cc2C)c(Cl)n1
  -1.6%	-2.5%	2.0%	10.8%	-20.2%	2.7%	18.0%[2.33 µM]	5.2%	-0.8%
> O=C(CSc1nnnn1-c1ccccc1)c1ccco1
  -3.7%	?	1.7%	-9.1%	-1.4%	-6.1%	50.1µM*	-0.4%	0.1%
> CCN1C(=O)c2ccccc2S(=O)c2ccc(C(=O)N3CCCCCC3)cc21 (stereo not drawn)
  -6.6%	-5.8%	5.1%	-4.1%	-2.1%	-3.8%	-0.9%	37.0%	9.4%
> CCOC(=O)c1ccccc1OCc1cc(/C=N/n2cncn2)ccc1OC
  -8.1%	3.4%	16.3%	-1.1%	-12.2%	0.0%	12.9%[59 µM]	-25.8%	-5.3%
> O=C(COc1ccc(Cc2ccccc2)cc1)c1ccc(F)cc1
  -3.2%	-9.6%	6.5%	236.1%[activator]	-10.3%	-8.6%	160.2%[activator][59 µM]	-10.2%	1.5%
> c1cncc(-c2cc(NCc3cccs3)ncn2)c1
  -2.1%	·	·	·	·	-0.6%[60.1 µM]	1.9%[0.501 µM]	·	-1.7%
> CN(C)CCCN(C(=O)c1cccc(N2C(=O)CCC2=O)c1)c1nc2cc3c(cc2s1)OCO3
  40.6%[activator]	-10.7%	-19.2%	·	?	-4.7%	?	?	-4.6%
> Cc1cc(CN2CCC(N3CCC(C(=O)NC4CC4)CC3)CC2)cc(C)c1O
  1.8%	-3.0%	35.6%[activator]	4.5%	-9.7%	-3.9%	·	2.8%	-4.5%
> CCOC(=O)c1c(NC(=O)C2CCCO2)sc2c1CCC2 (stereo not drawn)
  0.0%	?	15.5%	-36.3%	-19.4%	-28.3%	0.2%[59 µM]	33.0%	-1.9%
> O=c1oc2ccccc2c2c1ccc1ccccc12
  ·	·	0.5%	·	-17.9%	3.9%	·	·	-7.3%
> COc1ccc(NC(=O)CSc2nccn2-c2ccccc2)c(OC)c1
  1.1%	-8.2%	19.9%	?	-5.7%	2.4%	?	-6.5%	-5.1%
> O=C(c1cccc(F)c1)N1CCc2ccccc21
  -8.8%	?	?	1.9%	-5.9%	0.8%	-38.9%[59 µM]	-19.8%	-6.1%
> COc1cccc(-c2cc(C(=O)Nc3cnn(Cc4ccccc4C)c3)no2)c1
  0.8%	-22.0%	17.5%	10.3%	-0.5%	-5.8%	42.1%[12.7 µM]	5.5%	-3.8%
> CN(CC(=O)Nc1ccccc1Cl)C(=O)c1cc(=O)[nH]c2ccccc12
  0.5%	-2.8%	38.6%[activator]	-1.4%	6.0%	-12.4%	2.7%[12.7 µM]	21.1%	19.1%
> Cc1ccc(C)c(CN2CCC(CNC(=O)Nc3ccc(Br)cc3F)CC2)c1
  -5.3%&1.4%	-7.9%&-5.6%	?	3.4%&-27.4%	-26.6%&-15.0%	-1.1%&-5.8%	6.5%	2.5%&5.8%	8.7%
> COC(=O)c1cc(C)nc2c1c(=O)nc(SCc1c(C)cc(C)cc1C)n2C1CC1
  -5.4%	34.1%[activator]	-8.2%	-16.7%	-18.7%	1.1%[60.1 µM]	-21.2%[59 µM]	-3.4%	·
> COc1ccc(C(=O)NC(Nc2ccc(C)cc2)C(Cl)(Cl)Cl)cc1 (stereo not drawn)
  -12.3%	-6.1%	3.0%	?	-16.5%	-13.7%	5.4%[59 µM]	12.4%	9.5%
> CCCCNC(=O)OC(C)CNC(=O)Oc1cccc(C)c1 (stereo not drawn)
  -1.3%	-1.0%	5.9%	-1.9%	9.3%	-4.0%	-6.0%[59 µM]	-3.0%	1.8%
> COc1ccc(-c2nc3ccc(C(=O)NCC(OC)OC)cc3nc2-c2ccc(OC)cc2)cc1
  -12.2%	-0.6%	79.3%[activator]	16.1%	-20.1%	-2.4%	28.8%	80.4%[activator]	12.7%
> C(=N\n1cnnc1)/c1ccccn1
  -3.7%	-9.4%	4.3%	-3.6%	-14.9%	-1.1%	9.8%[12.7 µM]	-29.3%	-3.5%
> CCCCCCCC/C=C\CCCCCCCC(=O)OC[C@@H](O)COP(=O)(O)O
  3.4%	1.3%	·	·	·	1.6%[19.4 µM]	0.8%[59 µM]	·	1.7%&0.9%
> O=C(c1ccco1)N1CCN(C(=O)c2cnn(-c3ccc(Cl)cc3)c2C2CCNCC2)CC1
  0.4%	-2.1%	11.8%	-5.1%	-8.9%	0.8%	70.8µM*	26.4%	11.4%
> CC(C)c1ccc(NC(=O)COC(=O)c2c[nH]c(=O)[nH]c2=O)cc1
  2.9%	-16.5%	9.2%	6.3%	-11.9%	5.4%	15.8µM*	5.6%	1.3%
> O=C(NCCc1ccc(F)cc1)C1CCCO1 (stereo not drawn)
  -28.6%	-3.8%	33.4%[activator]	1.3%	-5.6%	-3.9%	15.3%	40.8%[activator]	150µM*
> CN(Cc1ccccn1)C(=O)C1CCC(=O)N(Cc2cccc(F)c2)C1 (stereo not drawn)
  -4.0%	-7.1%	7.0%	-1.7%	-20.3%	-11.1%	18.0%	0.6%	11.7%
> O=C1CN(C(=O)/C=C/c2cccc(Cl)c2)c2ccccc2N1
  0.6%	-13.1%	41.5%[activator]	-30.8%	-12.1%	-4.5%	2.9%	15.6%	-5.8%
> COc1ccc(S(=O)(=O)CCc2nnc(NC(=O)c3cccs3)s2)cc1
  1.8%	-4.3%	10.4%	-4.3%	-6.0%	-6.6%	18.4%[59 µM]	1.7%	-1.5%
> O=C(Cc1cn2ccsc2n1)Nc1nc2c(s1)CCCC2
  -1.5%	-12.6%	-5.2%	-4.3%	-12.4%	10.1%	23.5%[59 µM]	11.8%	2.6%
> N#CCSc1ccc(-c2nc3ccccc3[nH]2)cn1
  4.5%	-9.4%	73.2%[activator]	-11.1%	1.4%	-4.5%	-3.5%	4.4%	-1.1%

Two entries from above, with bars between the fields:
Structure | BLM helicase inh | Apoferritin bind | POLI inh | BAZ2B block | Pol eta inh | POLK inh | G9a inh | Pol beta inh | APEX1 inh
COc1ccc(C(=O)Nc2ccc3[nH]ncc3c2)cc1OC | 0.8% | 2.6% | 63.6%[activator] | 9.4% | 7.4% | -15.3% | · | -10.8% | -15.0%
CCOC(=O)CNC(=O)Nc1ccccc1C(=O)OC | 0.2% | -1.3% | 28.7% | -1.2% | -10.4% | -0.8% | 1.9% | 8.1% | 3.9%
